TSHR antagonist = human thyrotropin receptor antagonism; TSHR-expressing cells, TSH-stimulated cAMP HTRF, 2 h; stronger effect = lower value; activity change, negative = inhibition, % at 11.5 µM; actives 0.2% (n = 330,000);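 active = activity change below a set negative limit, meaning inhibition stronger than a set level, cut at about -70% in these data; inconclusive = activity change between two set negative limits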; also: % is scaled to controls: 0 for no effect and ±100 for the full control effect
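Read-out is FRET at 665 nm (cryptate excitation 337 nm) from a cryptate-tagged anti-cAMP antibody, competed by cell cAMP against cAMP-d2. Compounds are tested on freshly harvested TSHR cells challenged with 4nM TSH (EC80) for 2 hours at 37 deg C.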
PTAP TSG101 blk = blocks PTAP/TSG101 interaction to inhibit HIV-1 budding | Q99816 | Fluorescence polarization, FITC-PTAP peptide / Tsg101 binding | Potency, µM (highest dose often 115 µM), for the others: at the top dose activity change, negative = inhibition, actives largely listed as inhibitors | 340,000 tested, under 10 active | AID 493005; active = well fitted inhibition curve with a large enough effect in the main read-out, with a control signal flat, not every such curve was filed as active; inconclusive = small, poorly fitted or top-dose-only effect, or effect the other way, or a change in a side signal; inactive = no such curve, though single readings can be large or run the other way; also: potency is read from the fitted curve at half-maximal effect; % of control where 0% means no effect
Target sequence (Q99816 whole entry, looked up): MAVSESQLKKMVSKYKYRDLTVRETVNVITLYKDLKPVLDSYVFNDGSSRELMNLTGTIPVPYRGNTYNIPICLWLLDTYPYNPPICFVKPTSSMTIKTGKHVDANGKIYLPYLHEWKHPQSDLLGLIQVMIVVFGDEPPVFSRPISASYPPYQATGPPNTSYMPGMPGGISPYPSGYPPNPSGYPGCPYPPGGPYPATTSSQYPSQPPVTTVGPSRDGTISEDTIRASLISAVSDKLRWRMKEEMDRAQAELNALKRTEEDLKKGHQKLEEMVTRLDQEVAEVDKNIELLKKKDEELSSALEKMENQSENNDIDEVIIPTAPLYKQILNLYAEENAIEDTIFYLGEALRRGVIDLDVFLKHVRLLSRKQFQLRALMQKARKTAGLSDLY
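Fluorescence anisotropy tracks displacement of a FITC-tagged PTAP peptide (50 nM) from the Tsg101 binding domain (10 uM), following a 20 min room-temperature incubation at pH 7.5.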
ELG1 DNA repair = blocks ELG1-dependent DNA repair in HEK293T cells; AID 504467; Potency, µM (highest dose often 46.1 µM), for the others: at the highest dose activity change, negative = inhibition, most hits filed as inhibitors; HEK293T ELG1-luciferase reporter, luminescence, 16 h; DNA damage induced by 5-fluorouridine; actives 2.3% (n = 330,000); also: potency is read from the fitted curve at half-maximal effect; % is scaled to controls: 0 for no effect and ±100 for the full control effect; nearly all actives have a fitted effect of over 55% in size
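Step one: seed 2,000 cells per well. Step two: pin-transfer compound or DMSO alongside 5-fluorouridine. Step three: incubate 16 hr, 37 °C, 5% CO2. Step four: add ONE-Glo, wait 30 min, read luminescence.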
USP2a block = blocks human ubiquitin-specific protease USP2a; USP2 core, Ub-CHOP2 coupled fluorogenic reporter, 485/531; O75604; Potency, µM (doses to about 38.3 µM), for the others: at the highest dose activity change, negative = inhibition, hits mostly inhibitors; actives 0.01% (n = 330,000); AID 463254;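 also: potency is read from the fitted curve at half-maximal effect; plate controls were DMSO wells for no effect and full inhibition by NEM control for full effect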
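Cell-free coupled assay: 10nM USP2 core preincubated 30min RT with compound in Tris-HCl pH 8.0/CaCl2/CHAPS buffer, then 25nM Ub-CHOP2 and 25nM reporter substrate; fluorescence (Ex 485/Em 531) read after 60min RT, normalized to NEM inhibition, concentration-response curves fitted.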
TCR act = T cell receptor activation; primary human leukocytes, anti-CD3, IL-2 HTRF, 48 h; Potency, µM (doses to about 9.22 µM), for the others: top-dose activation of IL-2 secretion, hits mostly activators; 330,000 tested, under 10 active; AID 504894; also: % of control where 0% means no effect
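Human primary leukocytes + a-CD3 beads + cpd, 48 hr; IL-2 in supernatant by HTRF (ex 320nm / em 665nm). No co-stimulatory signal supplied.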
Mito fusion yeast = mitochondrial division inhibition or fusion activation; actives 0.23% (n = 320,000); S. cerevisiae fusion-defective mutant growth rescue, CellTiterGlo 48 h; Potency, µM (doses to about 46.1 µM), for inactives: top-dose growth rescue (activation), usual class: activators;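 also: potency is read from the fitted curve at half-maximal effect; % of control where 0% means no effect; nearly all actives have a fitted effect of over 45% in size; temperature-sensitive fusion mutants such as fzo1-1 at 37 °C on non-fermentable ethanol glycerol medium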
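Yeast fusion mutant, YPEG (non-fermentable carbon), compound, 48 h at 37C non-permissive; CellTiterGlo added, 10 min RT, luminescence read. Rescued growth = division inhibition.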
Eya2 inh = inhibitors of human Eya2 phosphatase activity; O00167; recombinant Eya2, OMFP fluorescence dephosphorylation (OMFP is methylfluorescein phosphate); Potency, µM (top dose mostly 76.9 µM), inactives show at the top dose activity, negative = inhibition, most hits filed as inhibitors; actives 0.006% (n = 330,000); also: potency is read from the fitted curve at half-maximal effect; % is scaled to controls: 0 for no effect and ±100 for the full control effect
Target sequence (O00167 whole entry, looked up): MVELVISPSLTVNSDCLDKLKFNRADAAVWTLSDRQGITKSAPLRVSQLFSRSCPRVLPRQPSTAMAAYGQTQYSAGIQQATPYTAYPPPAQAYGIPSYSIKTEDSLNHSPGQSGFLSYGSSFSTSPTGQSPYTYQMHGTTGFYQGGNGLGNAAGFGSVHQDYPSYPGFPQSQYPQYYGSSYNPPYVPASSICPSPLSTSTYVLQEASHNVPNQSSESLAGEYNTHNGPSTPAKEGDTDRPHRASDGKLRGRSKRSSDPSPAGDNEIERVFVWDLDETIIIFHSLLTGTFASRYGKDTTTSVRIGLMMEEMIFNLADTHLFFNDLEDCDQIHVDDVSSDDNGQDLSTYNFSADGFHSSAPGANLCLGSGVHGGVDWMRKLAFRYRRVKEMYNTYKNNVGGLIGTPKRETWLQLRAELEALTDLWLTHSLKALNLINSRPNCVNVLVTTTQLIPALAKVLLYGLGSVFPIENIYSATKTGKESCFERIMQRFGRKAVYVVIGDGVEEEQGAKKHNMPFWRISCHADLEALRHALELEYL
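Eya2 protein (added as 0.2 uM solution) was preincubated with compound for 10 min at ambient temperature in 50 mM HEPES pH 7.5, 50 mM NaCl, 5 uM MgCl2, 0.05% BSA, 1 mM DTT. OMFP (added at 50 uM) then reacted 10 min; fluorescence read at 485/525 nm.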
Tb PFK block = inhibitors of T. brucei phosphofructokinase; O15648; T. brucei PFK, ADP-Glo luminescence; Potency, µM (highest dose often 57.5 µM), without a hit: at the highest dose activity, negative = inhibition, actives largely listed as inhibitors; actives 0.17% (n = 330,000);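 also: potency is read from the fitted curve at half-maximal effect; 0% = uninhibited 1x PFK enzyme wells and -100% = no-enzyme wells; nearly all actives have a fitted effect of over 60% in size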
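Compounds were pin-transferred as a titration series up to 57 uM into substrate buffer (0.5 mM F6P, 0.1 mM ATP, pH 8.0), then 1.25 nM PFK was added and reactions ran 45 min before ADP-Glo detection.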
uPA surface inh = blocks generation of uPA at the cell surface | cell surface uPA generation assay, qHTS | Potency, µM (highest dose often 38.3 µM), without a hit: at the top dose activity change, negative = inhibition, most hits filed as inhibitors | actives 0.31% (n = 330,000); active = well fitted inhibition curve with a large enough effect; inconclusive = small, poorly fitted or top-dose-only effect; inactive = no such curve, though single readings can be large or run the other way; tested in mouse RAW 264.7 cells; also: potency is read from the fitted curve at half-maximal effect; % is scaled to controls: 0 for no effect and ±100 for the full control effect; nearly all actives have a fitted effect of over 55% in size
Chronic BCR inh = chronic active BCR signaling inhibition; ABC-DLBCL IkBa-CBG/CBR reporter, luminescence ratio, 4 h; Potency, µM (titrated, usually from 46.1 µM), without a hit: at the highest dose ratio change, negative = lower green/red ratio, most hits filed as inhibitors; AID 493014; actives 0.05% (n = 340,000); active = well fitted inhibition curve with a large enough effect in the signal ratio, with a control signal flat, not every such curve was filed as active; inconclusive = small, poorly fitted or top-dose-only effect, or effect the other way, or a change in a side signal; the % refers to the signal ratio;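 also: potency is read from the fitted curve at half-maximal effect; plate controls were basal doxycycline-induced cells for no effect and cells given 10 µM MG132 for full effect; MG132 reads +100%, hits lower the ratio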
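Doxycycline induced both beetle luciferases in TMD8 lymphoma cells; IKK-driven degradation limits the IkappaBalpha-fused green signal, while red luminescence normalises for cell number and nonspecific effects. Compounds tested up to 46 uM, 4 hrs.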
B2AR arrestin = beta2AR (human) beta-arrestin recruitment activity; actives 0.02% (n = 330,000); AID 492947; P07550; beta-arrestin recruitment to beta2AR, cell-based reporter; Potency, µM (doses to about 46.1 µM), without a hit: at the top dose activation, actives largely listed as activators;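 also: potency is read from the fitted curve at half-maximal effect; 0% = DMSO controls and full agonism = EC100 isoproterenol or metaproterenol; nearly all actives have a fitted effect of over 65% in size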
* marks the source's active call; other numbers are inactive results; ? = inconclusive; . = no result given; [ ] = dose if it differs, or a comment. Unless noted, calls follow the shape of the dose curve; as a rule, active = well fitted curve in the direction sought with a large enough effect; inconclusive = small, poorly fitted or top-dose-only effect, or another doubt; inactive = no such curve, though single readings can be large; an effect the other way counts as inactive or inconclusive.

Sequence of screens: TSHR antagonist | PTAP TSG101 blk | ELG1 DNA repair | USP2a block | TCR act | Mito fusion yeast | Eya2 inh | Tb PFK block | uPA surface inh | Chronic BCR inh | B2AR arrestin
CCC(C)N=CC1=C(O)C(C(=O)OC)C(C)(C)CC1=O (configuration not stated)
→ -6 | -6% | 14% | 1% | 1%[46.1 µM] | 15% | 4% | 0% | 5% | ? | -0.7%
CN1C(=O)N(C)C2(c3ccccc3)Nn3c(s/c(=C/c4ccco4)c3=O)=NC12c1ccccc1 (configuration not stated)
→ 1 | -3% | -1% | -6% | 4% | -2% | 1% | 1% | . | 7% | -0.3%
COc1ccc(C(=O)COC(=O)c2sc(C)nc2C)cc1OC
→ -16 | -3% | -1% | -8% | 62% | 0% | 2% | 14% | -9% | -14% | -0.3%
C=CCNS(=O)(=O)c1cccc2cc(C(=O)O)c(O)cc12
→ -15 | -14% | -8% | -2% | . | 0% | -12% | -1% | 2% | -1% | -0.3%
COc1ccc(OCc2cc(C(=O)N3CCOCC3)no2)c(Cl)c1
→ 9 | -4% | ? | -3% | 1% | -10% | 1% | -8% | -5% | -8% | 0.2%
COc1cccc(CNC(=O)CCC2CCCN(Cc3cc4ccccc4o3)C2)c1 (configuration not stated)
→ 25 | -1% | ? | 10% | 4% | 0% | -18% | -3% | -3% | -2% | -0.1%
CC1(C)CC(=O)N(c2ccc(C#N)cc2)C(=O)C1
→ 7 | -1% | 2% | -1% | -8% | 3% | -2% | 0% | -4% | -1% | -0.5%
COc1ccc(C(=O)/C=C/N2CCCCC2)cc1OC
→ 12 | -4% | -27% | 2% | 1% | 0% | 10% | 3% | -11% | ? | 0.1%
Cc1cc(C(=O)NC2CCCN(Cc3ccc(Cl)cc3)C2)no1 (configuration not stated)
→ 1 | -4% | -17% | -1% | -5% | 1% | -1% | -11% | -3% | -2% | 0.5%
COc1ccc(OCCOc2ccc(N(C)S(=O)(=O)c3ccccc3)cc2)cc1
→ 16 | -4% | -2% | -2% | -3% | 5% | 13% | -4% | -2% | 2% | -0.1%
COc1ccc(C2C(C(=O)c3cccs3)=C(O)C(=O)N2CCN2CCOCC2)c(OC)c1 (configuration not stated)
→ -8 | -4% | 12% | -3% | 4% | -6% | -3% | 1% | -1% | 4% | -0.3%
CC(=O)NC1=NN(C(C)=O)C(c2cccc([N+](=O)[O-])c2)S1 (configuration not stated)
→ 3 | -1% | 10% | -3% | 6%[46.1 µM] | -1% | 7% | -1% | 23% | -2% | -1.1%
COc1ccc(C(CNC(=O)CCNC(=O)c2ccccc2Cl)N2CCCC2)cc1 (configuration not stated)
→ 10 | -8% | 9% | 2% | 9% | -3% | -9% | -5% | 9% | -1% | 3.2%
C=CCn1c(SCC(=O)N2CC(=O)Nc3ccccc32)nc2scc(-c3cccs3)c2c1=O
→ -17 | -6% | ? | 2% | 3% | 1% | 22% | -6% | -4% | ? | 0.2%
Cc1ccc(SCC(=O)N(C)C2CCS(=O)(=O)C2)cc1 (configuration not stated)
→ -11 | -3% | 1% | -9% | 3% | 4% | 11% | 5% | 6% | 0% | 0.2%
Cc1ccccc1[C@@H](NC(=O)OC(C)(C)C)C(=O)OC(C)(C)C
→ -4 | -1% | 14% | -4% | -2% | -2% | -11% | -3% | -7% | -5% | 0.3%
O=C(CCNC(=O)c1ccc(Cl)cc1)Nc1nc2ccccc2[nH]1
→ -10 | -5% | ? | -1% | -4% | . | 2% | -7% | 7% | 4% | -0.7%
CCC(C)[C@H]1CNCCN1CCc1cc(C(F)(F)F)cc(C(F)(F)F)c1 (some centres not stated)
→ 10 | -4% | 3.5µM* | 1% | -5% | -39%[inhibitor] | 0% | ? | -3% | ? | -0.1%
O=C(O)C1C2C=CC3(CN(CC(O)COc4ccccc4)C(=O)C13)O2 (configuration not stated)
→ 11 | -4% | 15% | -1% | 0% | 4% | 6% | -8% | -1% | -1% | 0.5%
O=C(N/N=C/c1ccc(O)cc1)c1cc(-c2ccccc2)nc2ccccc12
→ -7 | -7% | -3% | -1% | -4% | 3% | 11% | 1% | ? | ? | -0.7%
Cc1cc(C(F)(F)F)nn1Cc1n[nH]c(=S)n1Cc1ccccc1
→ 8 | -7% | -8% | 6% | 1%[46.1 µM] | 0% | -22% | -10% | 3% | 6% | 0.3%
Cc1ccc(-c2nnc(SCC(=O)NCCN3C(=O)CSC3=O)n2C)cc1
→ -8 | -3% | ? | 2% | 3% | -1% | 11% | 0% | 4% | -1% | -0.5%
O=S(=O)(NCc1ccccn1)c1ccc(F)cc1
→ 1 | 0% | 4% | 2% | -1% | 3% | 22% | 0% | 0% | 4% | 0.1%
CCSc1nc(-c2ccccc2)c(C#N)c(=O)[nH]1
→ -11 | -7% | 22% | -1% | -1% | -9% | 11% | -7% | -3% | 17% | -0.4%
CCN(CC)C(=O)CSC1=Nc2ccccc2C2=NC(Cc3c[nH]c4ccccc34)C(=O)N12 (configuration not stated)
→ -6 | -7% | -4% | 0% | 1% | 3% | -19% | 1% | 2% | 0% | 0.2%
O=C1c2ccccc2C(Nc2ccc(Cl)cn2)N1c1cccnc1 (configuration not stated)
→ 0 | 1% | 2% | 1% | -3% | -1% | 8% | -2% | 7% | 17% | -0.4%
Cc1ccc(NC(=S)Nc2ccc3nc(-c4ccccn4)c(-c4ccccn4)nc3c2)cc1C
→ 4 | ? | -12% | 26% | 0%[46.1 µM] | 8% | 6% | 0% | -2% | 1% | 0.3%
O=C(CCc1c[nH]c2ccccc12)N=Nc1c(O)[nH]c2ccccc12
→ -4 | 3% | 16% | 1% | 4% | -1% | -17% | 4% | 4% | 0% | -1.1%
COC(=O)c1nn(-c2ccccc2)c(Cl)c1/C=N/OCc1ccc(Cl)cc1Cl
→ 10 | 1% | -7% | 2% | -7% | -1% | 7% | 6% | -4% | 0% | -1.6%
CN(CC1CCCN(CCc2ccc(Cl)cc2)C1)C(=O)c1ccoc1 (configuration not stated)
→ 4 | -4% | 0% | 1% | -5% | -2% | -1% | 3% | 3% | 2% | -0.4%
COc1ccc(Cn2c(CO)cnc2SCC(=O)Nc2cc(C)on2)cc1
→ 12 | -4% | 14% | -1% | -23% | 0% | 5% | 1% | -1% | -2% | -0.3%
COc1cc(NC(=S)N2CCN(c3ccccn3)CC2)cc(OC)c1OC
→ -3 | -1% | -12% | 1% | -2% | 3% | 4% | -2% | -2% | 17% | 3.7%
c1ccc(-c2csc(=Nc3cccnc3)n2CC2CCCO2)cc1 (configuration not stated)
→ 4 | 1% | ? | 3% | 2%[46.1 µM] | 1% | 1% | -1% | -1% | 0% | -0.9%

Exported as labelled records: 3 of the compounds above.
> COc1ccc(OCCOc2ccc(N(C)S(=O)(=O)c3ccccc3)cc2)cc1
  TSHR antagonist = 16; PTAP TSG101 blk = -4%; ELG1 DNA repair = -2%; USP2a block = -2%; TCR act = -3%; Mito fusion yeast = 5%; Eya2 inh = 13%; Tb PFK block = -4%; uPA surface inh = -2%; Chronic BCR inh = 2%; B2AR arrestin = -0.1%

> COc1ccc(C2C(C(=O)c3cccs3)=C(O)C(=O)N2CCN2CCOCC2)c(OC)c1 (configuration not stated)
  TSHR antagonist = -8; PTAP TSG101 blk = -4%; ELG1 DNA repair = 12%; USP2a block = -3%; TCR act = 4%; Mito fusion yeast = -6%; Eya2 inh = -3%; Tb PFK block = 1%; uPA surface inh = -1%; Chronic BCR inh = 4%; B2AR arrestin = -0.3%

> CC(=O)NC1=NN(C(C)=O)C(c2cccc([N+](=O)[O-])c2)S1 (configuration not stated)
  TSHR antagonist = 3; PTAP TSG101 blk = -1%; ELG1 DNA repair = 10%; USP2a block = -3%; TCR act = 6%[46.1 µM]; Mito fusion yeast = -1%; Eya2 inh = 7%; Tb PFK block = -1%; uPA surface inh = 23%; Chronic BCR inh = -2%; B2AR arrestin = -1.1%

Screening results (PubChem)
